Screening data from PubChem BioAssay.
ANO1 activ: mouse TMEM16A channel activation, primary screen. B-score at 10 µM. 0.3% of 340,000 active. HEK293 TMEM16A/YFP-H148Q/I152L, iodide quench fluorescence; stronger effect = lower value. Q8BHY3;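 active = fluorescence-ratio B-score plate-corrected deviation score at least 3 library SD below zero, with starting fluorescence score within 5 deviations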;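 note: channel opened by trigger with iodide after compound preincubation; score built on the fluorescence ratio of max minus min over baseline; more negative score means more quench and so TMEM16A activation or potentiation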
HDAC3 inhib: blocks human histone deacetylase 3; O15379; recombinant HDAC3, fluorogenic peptide/trypsin coupled, fluorescence; inhibition, % at 8.3 µM; 0.15% of 320,000 active; AID 2718; in the data active = inhibition above about 26%, passing the limit was not always enough; inconclusive = no clear call, values can overlap the other calls
Target sequence (O15379 whole entry, looked up): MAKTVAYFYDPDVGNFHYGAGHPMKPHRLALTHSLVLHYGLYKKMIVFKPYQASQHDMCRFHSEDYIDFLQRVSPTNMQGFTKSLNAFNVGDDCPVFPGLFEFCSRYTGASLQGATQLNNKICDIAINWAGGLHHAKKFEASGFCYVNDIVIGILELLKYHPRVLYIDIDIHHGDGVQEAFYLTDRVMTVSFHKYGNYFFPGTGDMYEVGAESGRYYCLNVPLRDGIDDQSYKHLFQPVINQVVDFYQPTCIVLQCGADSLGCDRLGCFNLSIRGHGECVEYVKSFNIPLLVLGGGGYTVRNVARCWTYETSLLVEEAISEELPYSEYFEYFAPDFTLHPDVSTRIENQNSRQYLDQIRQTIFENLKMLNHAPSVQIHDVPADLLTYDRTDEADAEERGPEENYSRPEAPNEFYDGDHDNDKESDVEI
KCNQ1 act: human KCNQ1 channel potentiation or activation | P51787 | CHO-K1 KCNQ1, thallium flux FluxOR fluorescence; stronger effect = higher value | B-score at 10 µM | 0.35% of 310,000 active | AID 2648;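 active = fluorescence ratio B-score, a plate-corrected score, at least three library SD, with initial intensity B-score within 5 SD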
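System: Stable KCNQ1 CHO-K1 line | Incubation: 90 min dye loading and 20 min compound exposure, both at room temperature | Measure: Ratio B score | Medium: Assay buffer for compound exposure, DMSO matched across wells | Compound dosing: Single-concentration screen | Probe or stimulus: K+/Tl+ depolarizing stimulus | Measured by: Kinetic FluxOR fluorescence, 10 s baseline plus 110 s post-stimulus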
TRPC4 PAM: allosterically enhances the mouse TRPC4 cation channel; Q9QUQ5; HEK293 TRPC4beta/mu-opioid, DAMGO EC20, Fluo-4 Ca2+ flux; stronger effect = higher value; B-score at 10 µM; 0.42% of 310,000 active; AID 2227;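 active = B-score of calcium response area above 5 SD of library B-scores, with initial fluorescence ratio within 5 SD of library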;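 note: B-score of integrated fluorescence ratio over time as area under calcium response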
KCNK3 block: human KCNK3 channel inhibition, primary screen | B-score at 10 µM | CHO-KCNK3 thallium flux, FluxOR fluorescence; stronger effect = lower value | 0.84% of 340,000 active | AID 602410;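 active = B-score under library mean minus 4 SD, starting fluorescence ratio at most library mean plus 5 SD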;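 note: more negative B-score means stronger inhibition of thallium flux through KCNK3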
Target sequence (O14649 whole entry, looked up): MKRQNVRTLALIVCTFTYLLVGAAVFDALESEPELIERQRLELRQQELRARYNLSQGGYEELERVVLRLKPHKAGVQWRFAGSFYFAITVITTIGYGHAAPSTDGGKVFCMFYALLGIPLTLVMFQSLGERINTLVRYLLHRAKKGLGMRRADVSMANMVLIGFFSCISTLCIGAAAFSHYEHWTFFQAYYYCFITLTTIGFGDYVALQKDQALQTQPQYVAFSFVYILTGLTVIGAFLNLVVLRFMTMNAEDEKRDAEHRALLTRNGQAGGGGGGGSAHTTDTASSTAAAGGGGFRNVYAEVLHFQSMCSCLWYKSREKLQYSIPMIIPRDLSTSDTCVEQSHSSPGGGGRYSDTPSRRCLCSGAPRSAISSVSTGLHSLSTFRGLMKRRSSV
hERG rescue: hERG (human) protection from proarrhythmic block. CHO-hERG, FluxOR thallium flux, dofetilide IC70 present. activation (rescue from dofetilide block), less the hit threshold, % at 10 µM. 0.51% of 310,000 active. AID 1511;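 active = activation above the mean of controls blocked by dofetilide plus 5 SD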;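 note: thallium influx through hERG after potassium depolarization seen as dye fluorescence rise; in these data hits start at about 4.7%; inactives centre near -7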
KCNQ1 inh: inhibitors of human KCNQ1 potassium channel; P51787; CHO-K1 KCNQ1, FluxOR thallium flux fluorescence; stronger effect = higher value; B-score at 10 µM; 1.3% of 310,000 active; AID 2642;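 active = compounds whose thallium flux B-score, printed positive for inhibition, exceeds three library SD while starting fluorescence stays within three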;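 note: channel opened by potassium depolarization with thallium stimulus after 20 min compound exposure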
KCNK9 block: human KCNK9 channel inhibition; Q9NPC2; HEK293 KCNK9, FluxOR thallium flux fluorescence; stronger effect = lower value; B-score at 10 µM; 1.2% of 310,000 active; AID 488922;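 active = ratio B-score over 3 SD below the library mean, with starting fluorescence within 5 SD of its mean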;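 note: negative B-score means less thallium flux so channel inhibition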
TRPC4 act: activators of mouse TRPC4 channel; HEK293 TRPC4beta/mu-opioid, Fluo4 calcium fluorescence; stronger effect = higher value; B-score at 10 µM; 0.49% of 310,000 active; AID 2237;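 active = B-score above 5 SD of library B-scores, and initial fluorescence ratio not above library mean plus 5 SD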;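 note: positive B-score marks a calcium rise read as TRPC4 activation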
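Material: HEK293 stable line with TRPC4beta plus mu-opioid receptor; technique: Fluo4 calcium-sensitive dye fluorescence, kinetic, 1 Hz baseline; timing: Fluo4 dye loading 45 min at room temperature, 110 s recording; controls: assay buffer as low control, maximal DAMGO as high control; read-out: integrated baseline-normalised fluorescence ratio, converted to per-well B score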
TMEM16A inh: mouse TMEM16A channel inhibition, primary screen; Q8BHY3; HEK293 TMEM16A/YFP iodide influx fluorescence, ionomycin; normalized B-score (activity score, 25-100; higher = stronger inhibition) at 10 µM; 1.2% of 310,000 active; AID 588511;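 active = ratio plate-corrected score three or more library SD toward inhibition, starting fluorescence score within five deviations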;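 note: score derived from kinetic fluorescence span divided by baseline fluorescence per well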
DYRK1A inh: Dyrk1A (rat) kinase inhibition | 0.43% of 310,000 active | AID 504441 | Q63470 | ADP-Glo luminescence, NFATc1 peptide | inhibition, % at 12.5 µM; in the data active = inhibition above about 50%;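 note: plate controls were vehicle with enzyme for no effect and no enzyme for full effect; many of its hits are not listed in these tables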
* hit, by the source's call; i = inactive; ? = inconclusive; nt = not tested or not shown.

mol	ANO1 activ	HDAC3 inhib	KCNQ1 act	TRPC4 PAM	KCNK3 block	hERG rescue	KCNQ1 inh	KCNK9 block	TRPC4 act	TMEM16A inh	DYRK1A inh
CCCN(CCC)C(=O)c1ccc2c(=O)n(Cc3ccco3)c(=S)[nH]c2c1	i	4.6	i	i	i	-8.6	i	i	i	i	3.4
Nc1nccc(-c2ccc(-n3cccc3)cc2)n1	i	11.8	i	i	i	-2.1	i	i	i	i	-2.4
COc1ccc(/C(C)=N\Nc2nc(-c3ccccc3)cc(=O)[nH]2)cc1	i	-0.8	i	i	i	-1.3	i	i	i	i	-0.6
COc1cccc(/C=C2\CCCCC2=O)c1	i	-0.4	i	i	i	-8.7	i	i	i	i	7.5
COCCNC(=O)CNC(=S)N(Cc1ccccc1)Cc1cccnc1	i	0.0	i	i	i	-7.9	i	i	i	i	-3.1
COc1ccc(NC(=O)Nc2ccc3[nH]ccc3c2)cc1	i	0.6	i	i	i	-7.1	i	i	i	i	nt
Cc1ccc(Cl)cc1N1CCN(Cc2nc3c(c(=O)[nH]c(=O)n3C)n2Cc2ccccc2F)CC1	i	-0.8	i	26*	i	-16.8	i	-8.81*	i	i	-0.6
O=C(O)c1ccccc1NC(=O)C1C2C=CC(C2)C1C(=O)O (stereo not drawn)	i	7.9	i	i	i	-1.5	i	i	i	i	4.7
O=[N+]([O-])c1ccccc1/C=N/n1c(-c2cccnc2)n[nH]c1=S	i	?	i	i	i	-1.6	i	i	i	i	6.2
Cc1cc(N2C(=O)C(=O)/C(=C(/O)c3ccc(Cl)cc3)C2c2cccc(Br)c2)no1 (stereo not drawn)	i	2.0	i	i	i	1.2	i	i	i	i	3.4
CCc1noc(C)c1C(=O)N1CCCC(C(=O)c2cc(F)ccc2OC)C1 (stereo not drawn)	i	-8.0	i	i	i	-13.2	i	i	i	i	-2.0
Cc1nn(-c2ccccc2)c(C)c1/C=C/C(=O)OCC(=O)Nc1ncc(C(F)(F)F)cc1Cl	i	-2.7	i	i	i	-4.2	i	i	i	i	-5.2
CNc1nc(SC)nc2ccsc12	i	8.9	i	i	i	-5.2	i	i	i	i	10.4
C=CCn1c(O)c(N=NC(=O)C(O)c2ccccc2)c2ccccc21 (stereo not drawn)	i	10.1	i	i	i	-8.7	i	i	i	i	11.8
CSc1nc(SCC(=O)NCC2CCCO2)c2c3c(sc2n1)CN(C)CC3 (stereo not drawn)	i	2.4	i	i	i	-0.2	i	i	i	i	nt
O=C(NCCC(=O)N1CCc2ccccc21)c1ccccc1Cl	i	-1.8	i	i	i	-1.6	i	i	i	i	2.3
CSCCC(NC(=O)OC(C)(C)C)C(=O)NC(C(=O)NC(CC(C)C)C(N)=O)C(C)C (stereo not drawn)	i	-3.7	i	i	i	-2.9	i	i	i	i	-3.4
O=c1oc2ccccc2c(CNc2ccccc2)c1[N+](=O)[O-]	i	13.4	i	i	i	-6.5	i	i	i	i	1.7
O=C(c1ccccc1)c1cc2ccccc2o1	i	-3.2	i	i	i	-0.1	i	i	i	i	-1.7
Cc1ccsc1/C=N\NC(=O)c1cc(C(C)(C)C)[nH]n1	i	-2.7	i	i	i	-1.4	i	i	i	i	0.0
COc1cccc(Oc2nc(-c3ccccc3O)nc3ccccc23)c1	nt	0.1	i	i	i	-10.7	i	i	i	i	-2.5
CCN(CC)CCCN(Cc1cc2cc3c(cc2[nH]c1=O)OCO3)C(=S)NC	i	-16.3	i	i	i	-8.0	i	i	i	i	-3.2
Cc1csc(NC(=O)c2ccccc2)n1	i	0.3	i	i	i	-7.7	i	i	i	i	-1.9
Cc1ccc(C(=O)NCCCN2CCOCC2)cc1Cl	i	-1.5	i	i	i	-5.3	i	i	i	i	-0.4
COc1ccccc1CN1CC(C(=O)NCc2cccnc2)CC1=O (stereo not drawn)	i	-0.7	i	i	i	-4.3	i	i	i	i	-3.2
CCc1nnc(NC(=O)CCC(=O)N2CCN(c3cccc(Cl)c3)CC2)s1	i	-11.8	i	i	i	-4.3	i	i	i	i	-1.4
Cc1nn(C)c(C(=O)N/N=C/c2ccccn2)c1[N+](=O)[O-]	i	3.3	i	i	i	-7.0	i	i	i	i	-0.3
CCCCCC/C=C/c1ccc([C@H]2[C@H]3C=CC[C@@H](C)[C@@H]3C(=O)N2Cc2ccccc2)c(F)c1	i	-0.6	i	i	i	-7.2	i	i	i	i	2.1
CCN=c1scc(C)n1/N=C/c1ccc(O)c(O)c1O	i	7.4	i	i	i	-15.6	i	i	i	i	21.9
Cc1cc(C)n(CC2CC(=O)N(c3ccc(C)c(Cl)c3)C2=O)n1 (stereo not drawn)	i	-4.5	i	i	i	-9.6	i	i	i	i	-2.0
Cc1nc(NCC2CCCO2)c2oc3ccccc3c2n1 (stereo not drawn)	i	3.6	i	i	i	-14.3	i	i	i	i	3.8
Cc1cccc(OCCCCCn2ccnc2)c1	i	-8.0	i	14*	i	-12.2	i	i	i	i	-2.1
O=C(NCc1ccc(F)cc1)C1CCC(=O)N1CCc1ccccc1 (stereo not drawn)	i	3.8	i	i	i	-8.1	i	i	i	i	-0.1
Cn1c(=O)c2c(nc(CN3CCC(C(N)=O)CC3)n2Cc2ccccc2Cl)n(C)c1=O	i	1.9	i	i	i	-8.3	i	i	i	i	-7.8
CSc1ccccc1NC(=O)CSc1n[nH]c(N)n1	i	0.0	i	i	i	-4.6	i	i	i	i	nt
Cc1ccc(S(=O)(=O)N2CCOCC2)cc1C(=O)OCC(=O)Nc1ccc2c(c1)OCO2	i	7.1	i	i	i	-5.8	i	i	i	i	-1.1
Cn1cnnc1Sc1ccc(C(=O)OCC(=O)NCC(F)(F)F)cc1[N+](=O)[O-]	i	7.5	i	i	i	-3.9	i	i	i	i	1.7
CCOc1ccc2nc(NC(=O)CSC3=NCCS3)sc2c1	i	12.2	i	i	i	-12.8	i	i	i	i	12.6
CN1CCN(c2nc3ccccn3c(=O)c2C=O)CC1	i	0.5	i	i	i	-5.7	i	i	i	i	8.4
CCOC(=O)C1C(=O)NC(SC)=C(C#N)C1c1ccccc1F (stereo not drawn)	i	-3.0	i	i	i	-3.9	i	i	i	i	2.4
COCCn1c(-c2ccc(Cl)cc2Cl)nc2c(c(=O)c3ccccc3n2C)c1=O	i	2.0	i	i	i	-8.0	i	i	i	i	-5.9
CC(C)(C)S(=O)(=O)c1ccccc1C(=O)O	i	-3.2	i	i	i	-7.6	i	i	i	i	-1.2
COc1ccccc1NC(=O)C(C)N1CCN(C/C=C/c2ccccc2)CC1 (stereo not drawn)	nt	3.2	i	i	i	-7.1	i	i	i	i	-0.7
Cc1ccc(C(=O)COC(=O)CN2C(=O)C3C4CC(C(Br)C4Br)C3C2=O)cc1 (stereo not drawn)	i	5.7	i	i	i	-1.0	i	i	i	i	-2.0
O=C(O)C1CCCN1C(=O)OCC1c2ccccc2-c2ccccc21 (stereo not drawn)	i	0.7	i	i	i	-9.8	i	i	i	i	2.1
CCNC(=S)NNC(=O)c1cc(-c2cccc(C)c2)nc2ccccc12	i	-0.1	i	i	i	-2.2	i	i	i	i	8.9
COc1cc(/C=C(/C(=O)c2cccs2)c2nc3ccccc3[nH]2)cc(OC)c1O	i	10.3	i	i	i	-23.0	i	i	i	i	2.4
CC1CN(S(=O)(=O)c2cccc(C(=O)Nc3ccccc3N3CCCCC3)c2)CC(C)O1 (stereo not drawn)	i	1.9	i	i	i	-8.9	7*	i	i	i	2.6
CC(C)C[C@H](NC(=O)[C@H](Cc1ccccc1)n1c(=O)[nH]c2ccccc2c1=O)C(=O)N1CCC[C@@H]1C(=O)O	i	7.0	i	i	i	-6.6	i	i	i	i	6.5
CC(=O)c1ccc(NC(=S)NC(=O)Cc2ccc(Cl)cc2)cc1	i	-6.0	i	i	i	-0.4	i	i	i	i	1.3
CCOc1ccc(NC(=S)N2CCN(S(=O)(=O)c3ccc(C)cc3)CC2)cc1	i	0.6	i	i	i	-6.4	i	i	i	i	2.5
CC(C)N1CCc2c(sc(NC(=O)c3ccc(S(=O)(=O)N4CCOCC4)cc3)c2C(N)=O)C1	i	0.4	i	i	i	-8.9	i	i	i	i	-4.6
COC(=O)c1ccc(NC(=O)CSc2ccccn2)cc1	i	-3.8	i	i	i	-12.2	i	i	i	i	-3.4
S=C(NCCCCc1ccccc1)NCc1ccccc1	i	-3.2	i	i	i	-7.9	i	i	i	i	nt
COCCCNC(=S)NNC(=O)c1ccccn1	i	1.3	i	i	i	-8.1	i	i	i	i	-12.8
Cn1nc(C(F)(F)F)c(C(=O)Nc2ccc(F)cc2F)c1Sc1cccc(Cl)c1	i	-8.4	i	i	i	-4.7	i	i	i	i	2.9
Cn1c(N)c(C(=O)COC(=O)CCC2CCCC2)c(=O)n(C)c1=O	i	-1.7	i	i	i	-4.5	i	i	i	i	nt
CCC(Sc1nccn1C)C(=O)Nc1cccc2ccccc12 (stereo not drawn)	i	-14.3	i	i	i	-9.8	i	i	i	i	-5.3
COc1ccc(N(CC(=O)N/N=C/c2ccco2)S(=O)(=O)c2ccccc2)cc1	i	-1.3	i	i	i	-7.9	i	i	i	i	2.1
CCCCn1cnc(C(=O)OCC)c1N	i	-4.1	i	i	i	-6.0	i	i	i	i	2.2

Additional entries follow:
mol	ANO1 activ	HDAC3 inhib	KCNQ1 act	TRPC4 PAM	KCNK3 block	hERG rescue	KCNQ1 inh	KCNK9 block	TRPC4 act	TMEM16A inh	DYRK1A inh
CN(C(=O)CCN1C(=O)/C(=C/c2ccccc2)SC1=S)C1CCS(=O)(=O)C1 (stereo not drawn)	i	1.0	i	i	i	-12.1	i	i	i	i	nt
Cc1cc(Nc2ccc(C(C)C)cc2)n2ncnc2n1	i	4.0	i	i	i	-7.6	i	i	i	i	4.5
COC1CCCN(C(=O)c2ccc(OC3CCN(S(=O)(=O)N(C)C)CC3)cc2)C1 (stereo not drawn)	i	-3.9	i	i	i	-11.9	i	i	i	i	0.3
COCCNC(=O)c1ccccc1-c1ccccc1C(=O)O	i	0.6	i	i	i	-6.2	i	i	i	i	2.4
Cc1ccc2nc(NC(=O)c3ccc(-c4nc5ccccc5s4)s3)sc2c1	i	-4.1	nt	nt	i	nt	nt	nt	nt	i	-8.8

Not all compounds are listed, so the mix of outcomes need not match the whole.
